PME-1 inh – PME-1 (human) inhibition | AID 2130 | 320,000 tested, 0.53% active | recombinant PME-1, FP-Rh probe fluorescence polarization | inhibition, % at 5.9 µM | Q9Y570;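 active means inhibition above the campaign mean of all compounds plus 3 SD, cut at about 26% in these data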;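 further: competitive labeling of PME-1 active site by serine hydrolase directed probe; 0% = PME-1 with DMSO and 100% = wells lacking PME-1 enzyme; inhibitors block probe labeling so polarization falls and inhibition rises; many of its hits are not listed in these tables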
Target sequence (Q9Y570 whole entry, looked up): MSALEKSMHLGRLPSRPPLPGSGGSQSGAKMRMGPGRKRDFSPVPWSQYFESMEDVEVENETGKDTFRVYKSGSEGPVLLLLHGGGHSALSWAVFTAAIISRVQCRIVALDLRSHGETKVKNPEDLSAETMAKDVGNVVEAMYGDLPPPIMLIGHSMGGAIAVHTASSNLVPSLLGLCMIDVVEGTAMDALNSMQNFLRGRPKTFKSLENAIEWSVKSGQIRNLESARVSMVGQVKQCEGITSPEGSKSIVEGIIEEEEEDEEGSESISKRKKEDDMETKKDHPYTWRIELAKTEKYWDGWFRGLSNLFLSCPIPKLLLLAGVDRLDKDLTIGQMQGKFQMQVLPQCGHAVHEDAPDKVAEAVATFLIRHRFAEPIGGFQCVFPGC
PAFAH1B3 inh – blocks human PAF acetylhydrolase 1B catalytic subunit 3; Q15102; recombinant PAFAH1B3, FP-rhodamine probe, fluorescence polarization; inhibition, % at 3.39 µM; 340,000 tested, 0.28% active; AID 492972;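 active means inhibition above the screen-wide average of all tested compounds plus 3 SD, cut at about 25% in these data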;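 further: 0% = enzyme with DMSO only and 100% = wells lacking PAFAH1B3 protein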
Target sequence (Q15102 whole entry, looked up): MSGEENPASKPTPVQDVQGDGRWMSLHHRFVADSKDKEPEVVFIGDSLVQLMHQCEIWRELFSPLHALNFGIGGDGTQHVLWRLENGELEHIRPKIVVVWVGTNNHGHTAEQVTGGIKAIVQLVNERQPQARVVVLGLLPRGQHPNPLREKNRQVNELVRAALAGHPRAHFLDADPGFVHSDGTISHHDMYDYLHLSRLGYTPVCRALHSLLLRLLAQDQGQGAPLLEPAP
pPAFAH FP inh – inhibitors of human plasma PAF acetylhydrolase (pPAFAH); Q13093; recombinant pPAFAH, FP-rhodamine probe fluorescence polarization; inhibition, % at 3.39 µM; 330,000 tested, 1.5% active;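 active means inhibition above the mean inhibition across the screen plus 3 SD, cut at about 25% in these data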;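 further: inhibitors block binding of the rhodamine activity-based probe so polarization drops; 0% = enzyme with DMSO and 100% = wells lacking pPAFAH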
LYPLA1 counter – counter-screen for PME1 inhibitors: inhibitors of human LYPLA1 | 320,000 tested, 0.16% active | recombinant LYPLA1, FP-Rh probe fluorescence polarization | inhibition, % at 5.9 µM;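 active means inhibition above the mean of all tested compounds plus 3 SD, set per campaign, cut at about 14% in these data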;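 further: inhibitors block serine hydrolase probe labeling of LYPLA1 so polarization falls; 0% = enzyme with DMSO and 100% = wells lacking LYPLA1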
Target sequence (O75608 whole entry, looked up): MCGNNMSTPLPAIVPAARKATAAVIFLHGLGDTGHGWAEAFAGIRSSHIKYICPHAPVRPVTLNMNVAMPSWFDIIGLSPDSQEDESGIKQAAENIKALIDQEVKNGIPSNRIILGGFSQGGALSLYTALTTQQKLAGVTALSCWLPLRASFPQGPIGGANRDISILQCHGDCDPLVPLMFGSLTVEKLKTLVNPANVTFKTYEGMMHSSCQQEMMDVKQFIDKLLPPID
LYPLA2 inh – LYPLA2 (human) inhibition in PME1 counter-screen | O95372 | recombinant LYPLA2, FP-Rh probe fluorescence polarization | inhibition, % at 5.9 µM | 320,000 tested, 0.38% active | AID 2177;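 active means inhibition above the screen-wide mean plus 3 SD, limit set per campaign, cut at about 26% in these data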;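 further: 0% = LYPLA2 with DMSO and 100% = wells lacking LYPLA2 enzyme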
PAFAH1B2 FP inh – blocks human PAF acetylhydrolase 1b catalytic subunit 2; P68402; recombinant PAFAH1B2, FP-rhodamine activity probe, fluorescence polarization; inhibition, % at 3.39 µM; 340,000 tested, 1.2% active;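 active means inhibition above the mean of all tested compounds plus 3 SD, cut at about 24% in these data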;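 further: 0% = enzyme with DMSO and 100% = wells lacking PAFAH1B2; many of its hits are not listed in these tables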
Target sequence (P68402 whole entry, looked up): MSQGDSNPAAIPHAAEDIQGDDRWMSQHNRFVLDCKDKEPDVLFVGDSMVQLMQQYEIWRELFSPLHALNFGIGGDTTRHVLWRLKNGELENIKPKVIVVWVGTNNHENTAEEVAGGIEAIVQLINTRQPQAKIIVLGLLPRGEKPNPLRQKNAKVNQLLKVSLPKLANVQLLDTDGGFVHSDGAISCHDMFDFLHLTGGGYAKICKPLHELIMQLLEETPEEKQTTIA
PAFAH2 inh – PAFAH2 (human) inhibition. inhibition, % at 3.39 µM. recombinant PAFAH2, FP-rhodamine activity probe, fluorescence polarization. 340,000 tested, 0.99% active. AID 492956. Q99487;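 active means inhibition above the mean over all tested compounds plus 3 SD, cut at about 30% in these data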;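 further: inhibitors block probe labeling of enzyme so polarization drops; 0% = enzyme with DMSO and 100% = wells lacking PAFAH2 protein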
PAD4 FP inh – inhibitors of human PAD4; Q9UM07; recombinant PAD4, RCA probe fluorescence polarization; AID 485272; 330,000 tested, 0.41% active; inhibition, % at 6.36 µM;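 active means percent inhibition above a cutoff equal to the mean of all tested compounds plus 3 SD, cut at about 15% in these data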;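 further: 0% = PAD4 with RCA probe and DMSO and 100% = probe without PAD4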
GSTO1 inh – blocks human GSTO1 in RBBP9 counter-screen; recombinant GSTO1, activity-based probe fluorescence polarization; inhibition, % at 5.96 µM; 300,000 tested, 1.1% active; AID 1974;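 active means inhibition above the campaign mean inhibition plus 3 SD, cut at about 35% in these data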;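 further: 0% = GSTO1-1 with DMSO and 100% = wells lacking GSTO1-1 enzyme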
An asterisk follows results filed as active; . = no result given. Some of the compounds tested; count on the stated rates, not on these rows.

SMILES | PME-1 inh | PAFAH1B3 inh | pPAFAH FP inh | LYPLA1 counter | LYPLA2 inh | PAFAH1B2 FP inh | PAFAH2 inh | PAD4 FP inh | GSTO1 inh
NNC(=O)c1cc2cc(Oc3ccccc3)ccc2[nH]1 | -70 | 1 | -7 | -32 | -53 | -5 | -9 | 1 | -14
CCOc1ccccc1N=Nc1c(C)[nH]n(-c2ccccc2)c1=O | -3 | 0 | -3 | 2 | -2 | -2 | -2 | -5 | -4
O=C(COc1ccc(F)cc1)Nc1ccc2c(c1)OCCO2 | -6 | 3 | -2 | 1 | 1 | -1 | 12 | 3 | -1
COc1ccc(C)cc1S(=O)(=O)N(C)CC(=O)N1CCC(C)CC1 | -2 | 7 | 1 | 0 | 5 | 0 | 0 | 4 | 5
Cc1ccc(N2C(=O)CC(NNc3nc4ccccc4s3)C2=O)cc1 (configuration not stated) | -5 | 3 | 5 | 3 | 6 | 2 | 2 | -1 | 13
Cc1cc2cc(CNC(=O)Nc3ccccc3)ccc2n1C | -1 | 30* | 11 | -5 | -3 | 5 | 4 | -5 | -2
CC(=O)N1CCN(C(=O)COc2ccc(N(C)S(=O)(=O)c3cccs3)cc2)CC1 | 6 | -2 | 5 | 24* | 4 | -3 | 8 | 4 | 0
Cc1ccc(S(=O)(=O)Nc2cc3c(cc2C#N)OCO3)cc1C(N)=O | 6 | 0 | 3 | 1 | -3 | 3 | 0 | -3 | -3
Cc1cccc(N(CC(=O)Nc2ccc(CC#N)cc2)S(C)(=O)=O)c1 | 2 | 9 | 6 | 0 | -3 | 4 | 3 | -2 | 4
COc1ccc(-c2cc3c(=O)n(CC(=O)NCc4ccc(C)cc4)ncn3n2)cc1 | -4 | 2 | -8 | -7 | -14 | 2 | -7 | -4 | 1
Cc1c(Br)c(O)c(Br)c(O)c1/C=N/n1c(-c2ccccc2)n[nH]c1=S | -12 | 35* | 14 | -5 | 2 | 14 | 22 | 1 | 58*
O=C1CN(C(=O)COc2ccc([N+](=O)[O-])cc2Cl)c2ccccc2N1 | 6 | 5 | -1 | -5 | 11 | -2 | 1 | 8 | .
Cc1cc(-c2onc(C)c2C(=O)Nc2ccc(C(F)(F)F)cc2)no1 | 0 | 5 | 3 | -3 | -4 | 5 | 7 | 4 | 4
C=CCNC(=S)Nc1ccc(Cl)cc1F | 1 | 8 | 3 | 0 | 7 | 3 | -8 | 3 | 3
CC(C)CCNC(=O)NC(=O)COC(=O)CCN=C1NS(=O)(=O)c2ccccc21 | -6 | 5 | 1 | 2 | 0 | 1 | 9 | 0 | 14
Cc1ccc(NC(=O)C2CC(=O)N(C(C)C)C2)cc1C (configuration not stated) | 1 | 5 | 2 | -1 | -1 | 4 | -8 | -6 | 1
Cc1csc(CN(C)C(=O)CC2C(=O)NCCN2CC(C)(C)C)n1 (configuration not stated) | -2 | 7 | -5 | -1 | 0 | 7 | -2 | -2 | 2
CCOCCCNC(=O)C1CCCN(S(=O)(=O)c2cccc3nsnc23)C1 (configuration not stated) | 1 | 6 | -3 | 0 | -4 | 6 | 2 | -2 | 1
COc1cccc(CNC(=O)COC(=O)CCc2cc(OC)c(OC)c(OC)c2)c1 | -1 | 0 | 5 | 0 | 8 | 3 | 9 | -8 | .
COc1ccc(/C=N/NC(=O)CCn2c3ccccc3c3ccccc32)cc1O | 8 | 1 | 6 | -9 | -3 | 3 | -6 | -1 | 30
COc1ccc(-c2[nH]ncc2CN2CCN(Cc3cccs3)CC2)c(F)c1 | 7 | 6 | 6 | -5 | -2 | 1 | -3 | -2 | 3
CN(C)c1ccc(C(=S)N2CCN(C(=S)Nc3ccccc3)CC2)cc1 | -3 | 2 | -1 | 2 | 10 | 2 | -3 | 0 | -4
N#Cc1c(N)nc2c(c1N)CC(=O)N2c1ccc(Cl)cc1 | -2 | 19 | 8 | -2 | 2 | 24* | 3 | -1 | -3
CC(=O)COC(=O)C1CCN(S(=O)(=O)c2cc([N+](=O)[O-])ccc2Cl)CC1 | -2 | 9 | 13 | -1 | 4 | 0 | 2 | 4 | 14
COCCN(C(=O)C(F)(F)F)C(C(=O)NC1CCCCC1)c1ccco1 (configuration not stated) | 0 | 1 | 0 | 1 | 7 | 1 | 0 | 0 | 5
COCCNC(=O)c1cn(C(C)c2ccccc2F)nn1 (configuration not stated) | -4 | . | 0 | 2 | -5 | . | . | 3 | 24
c1ccc(-c2csc(N3CCCCCC3)n2)cc1 | 0 | 7 | 5 | -1 | 1 | 5 | 6 | -3 | 1
Cc1cc(NC(=O)CCCn2nc([N+](=O)[O-])c(Br)c2C)no1 | 8 | 3 | 14 | 3 | 1 | 4 | 0 | 2 | 6
COC(=O)Nc1ccc(S(=O)(=O)N2CCCc3cccc(O)c32)cc1 | 13 | 0 | 7 | 3 | -1 | -1 | -3 | -1 | 4
Cc1ccc(N2C(=O)C(Cl)=C(N3CCCCCC3)C2=O)c(C)c1 | 3 | -1 | 1 | -2 | -6 | 7 | 1 | -2 | 22
Cc1nnc(SCC(=O)c2ccc(Cl)cc2)s1 | -3 | 0 | 3 | 0 | 4 | 5 | 10 | -5 | 2
NS(=O)(=O)c1ccc(NC(=O)COC(=O)CCc2nc3ccccc3c(=O)[nH]2)cc1 | 5 | 10 | -1 | -1 | 2 | -4 | 0 | -2 | .
O=C(N=Nc1c(O)[nH]c2ccccc12)c1cccs1 | 28* | 5 | 0 | 3 | 2 | 9 | 15 | 3 | 4
O=C(Nc1ncccc1O)c1cc2ccccc2o1 | 0 | 14 | 6 | -4 | -3 | 4 | 7 | -2 | 3
CCS(=O)(=O)N1CCC(C(=O)N2CCOCC2)CC1 | 2 | 2 | 3 | -3 | 0 | 3 | 8 | 2 | 5
Cc1cccc(NC(=O)Cn2cc(C(=O)c3ccco3)c3ccccc32)c1 | 0 | 1 | 6 | 0 | 9 | 2 | -3 | -4 | 2
O=C(c1ccc(Cl)cc1)N1N=CCC1(O)c1ccc(Cl)cc1 (configuration not stated) | 1 | 2 | 3 | -1 | -9 | 7 | -2 | 0 | 1
CC(C)(C)NC(=O)C(=O)NN=C1CCCCCC1 | 0 | 3 | -4 | 4 | 3 | 1 | 0 | -1 | -2
Cc1nc(CCNC(=O)Cc2ccccc2)cs1 | -7 | 5 | 2 | -3 | -5 | -3 | -10 | -1 | -2
N#Cc1ccc(N2C(=O)[C@@H]3C(C(=O)c4cnccn4)=NN[C@@H]3C2=O)cc1 | -7 | . | 7 | 0 | 0 | . | . | -6 | 3
C1CC(CN2CCOCC2)CN(c2nc3nonc3nc2N2CCSCC2)C1 (configuration not stated) | -4 | 1 | 3 | -4 | -3 | 1 | -3 | 0 | 9
Cc1[nH]nc2c1C(c1cc(Br)cs1)C(C#N)=C(N)O2 (configuration not stated) | 3 | 4 | -1 | 1 | 8 | 2 | 7 | -2 | 0
COc1cc2cnc(-c3ccccc3F)cc2cc1OC | . | 20 | 7 | . | . | 2 | -2 | 0 | .
CSC1=N/C(=C\c2ccc3c(c2)OCO3)C(=O)S1 | 1 | 8 | 2 | 0 | 9 | 7 | 0 | -5 | -1
CCCn1nc(NS(=O)(=O)c2cccc3nonc23)c2cc3cccc(C)c3nc21 | 15 | 3 | 29* | 3 | 6 | 10 | 13 | -4 | 3
O=C(c1ccco1)N1CCCC(c2ccccc2)C1 (configuration not stated) | 2 | -1 | 7 | 1 | 2 | 3 | 4 | 4 | 2
Cc1cc(OCC(=O)OCC(=O)N2CCc3ccccc3C2)ccc1Cl | -3 | 9 | 10 | -5 | -2 | 0 | 4 | -1 | .
COc1ccc(CCNC(=O)C(=O)NCCCN2CCOCC2)cc1 | -3 | 15 | 6 | -3 | -3 | 3 | 10 | 2 | 3
O=c1[nH]c2ccc(NC(=S)NCCc3ccccc3)cc2[nH]1 | 5 | 4 | -1 | 0 | 7 | 2 | 8 | -3 | 1
COc1ccc(S(=O)(=O)NCC2CCCN(C(=O)CSC)C2)cc1 (configuration not stated) | -4 | 5 | 0 | 0 | 0 | 3 | 4 | -5 | 5
Cc1ccccc1NC(=S)N1CCN(c2ccccc2Cl)CC1 | -1 | 8 | 6 | 0 | -3 | 2 | -6 | 2 | 3
COc1ccc(-n2c(=O)c3c(C)c(C)sc3n(Cc3ccc(F)cc3)c2=O)c(OC)c1 | -2 | 3 | -3 | -2 | 2 | -1 | 6 | 4 | 5
Cc1ccc(S(=O)(=O)Nc2ccc(N3CCOCC3)nc2)cc1 | 1 | 3 | 5 | 0 | 1 | 6 | 0 | 5 | 1
CCC(C)C(NC(=O)OC(C)(C)C)C(=O)NCc1ccco1 (configuration not stated) | -2 | 5 | 2 | 1 | -7 | 4 | -1 | -6 | -3
O=C(O)c1ccc(/C=N/NC(=S)NCCN2CCOCC2)cc1 | 0 | 11 | 6 | 2 | 0 | 2 | 4 | 2 | 7
Nc1cccc2c1C(=O)N(CCOc1ccc(F)cc1)C2=O | 9 | 6 | 1 | 2 | 13 | 5 | 10 | 1 | 5
O=C(O)c1nn2c(C(F)(F)F)cc(-c3cccs3)nc2c1Cl | 5 | 12 | 2 | 2 | -3 | 3 | -3 | -2 | 4
Cc1ccc(NC(=O)CN2C(=O)S/C(=C\c3cc(C)n(C)c3C)C2=O)cc1 | -11 | 0 | 10 | -11 | -18 | 6 | -3 | -8 | -1
COCC(=O)N(Cc1cc2cc(C)ccc2[nH]c1=O)c1ccccc1 | -3 | 12 | -1 | 2 | 0 | 2 | 1 | 2 | 6
CC1=CC(C)(C)N(C(=O)CSc2nnc(C)s2)c2ccc(C)cc21 | 0 | 13 | -2 | -1 | -4 | 8 | -4 | 1 | 4
Additional structures.
SMILES | PME-1 inh | PAFAH1B3 inh | pPAFAH FP inh | LYPLA1 counter | LYPLA2 inh | PAFAH1B2 FP inh | PAFAH2 inh | PAD4 FP inh | GSTO1 inh
C=C(C)c1cccc(C(C)(C)NC(=O)N2CCCC2)c1 | 1 | -3 | -1 | 2 | 3 | 1 | -3 | 2 | 1
CC1CCCCC1NC(=O)C1CCN(S(=O)(=O)c2ccc(-n3cnnn3)cc2)CC1 (configuration not stated) | -19 | -3 | 1 | -6 | -5 | -3 | 3 | 2 | -6
CCOC(=O)c1c(NC(=O)C2COc3ccccc3O2)sc(C)c1C (configuration not stated) | -5 | 1 | -3 | 0 | 2 | -2 | -5 | -8 | 1
Cc1ccc(OCC(=O)Nc2cc(S(=O)(=O)N3CCCCC3)ccc2N2CCN(C)CC2)c(C)c1 | 9 | -2 | 5 | 0 | -5 | -2 | -1 | -5 | -1
CC(C)CCN1CN(S(=O)(=O)c2cccs2)c2nc3ccccc3nc21 | -5 | 1 | 3 | -2 | -4 | -1 | -6 | -1 | 3
O=C(c1cccc(C(F)(F)F)c1)N1CCC(O)(CS(=O)(=O)Cc2ccccc2Cl)CC1 | -6 | 6 | 1 | 2 | 6 | 12 | 3 | -7 | 2
COc1ccc(S(=O)(=O)N2CCOC2CNC(=O)C(=O)NCCc2ccccc2OC)cc1 (configuration not stated) | -7 | 2 | 4 | 0 | 2 | 3 | 6 | -4 | 4
COC(=O)c1ccc(C(=O)Nc2nc3cc(N)c(C)cc3s2)cc1 | -10 | 2 | -7 | -4 | -7 | 6 | 1 | -5 | 1
Cc1csc(CNC(=O)c2cc(COc3c(C)cccc3C)on2)n1 | -6 | 9 | 2 | -7 | -4 | 3 | -2 | -3 | 10

Screening results as filed in PubChem.
